Bioassay records as filed in PubChem BioAssay.
Abeta rescue: compounds reversing amyloid beta toxicity in yeast; yeast expressing A-beta42, growth rescue, OD600, 48 h; response scale: 0% DMSO, 100% iron-clioquinol control; Potency, µM (doses to about 46.1 µM), for inactives: at the top dose growth rescue, most hits filed as activators; actives 0.063% (n = 410,000); AID 1347071; note: potency is the fitted concentration of half-maximal effect; nearly all actives have a fitted effect of over 55% in size
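Yeast growth medium received pinned compounds, then yeast cells expressing toxic A-beta were added; plates incubated at 30 C for 48 hr. Growth read as absorbance at 600 nm, normalized to DMSO and equimolar FeCl3 plus clioquinol controls.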
DRD3 antagonist: antagonists of human D3 dopamine receptor; D3R cells, DiscoveRx beta-arrestin luminescence, antagonist mode; stronger effect = lower value; max response, negative = inhibition, %; P35462; AID 652054; actives 2.5% (n = 360,000); in the data active = max response below about -50%; inconclusive = no clear call, values can overlap the other calls; note: % is set by controls: 0 for no effect and ±100 for the full control effect; mostly tested at two doses, the higher about 12 µM
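Cells expressing the human receptor were seeded at 1500 cells/well, incubated overnight at 37 degrees C in 5% CO2, then exposed to library compounds with dopamine controls for 90 minutes at 37 degrees C before luminescent detection.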
TDP43 rescue: TDP-43 toxicity inhibition in yeast; AID 652104; actives 1.8% (n = 410,000); TDP-43 expressing yeast growth rescue, BacTiter-Glo, 24 h; Potency, µM (highest dose often 46.1 µM), without a hit: at the top dose growth rescue (activation), actives largely listed as activators; note: potency is the fitted concentration of half-maximal effect; % of control where 0% means no effect; nearly all actives have a fitted effect of over 50% in size
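In this qHTS, compounds that restore growth of yeast expressing TDP-43 appear as activators. Cells (OD600=0.02, galactose medium, raffinose-pregrown) are incubated with compound 24 hr at 30 deg C and growth is quantified by BacTiter-Glo.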
EPAC2 ag: activates human EPAC2 exchange factor; Q8WZA2; EPAC2 activation, biochemical qHTS; response scale: 100% = 6.5 mM cAMP response; Potency, µM (top dose mostly 154 µM), for inactives: at the highest dose activation, most hits filed as activators; actives 0.079% (n = 360,000); note: potency is the fitted concentration of half-maximal effect; nearly all actives have a fitted effect of over 50% in size
Target sequence (Q8WZA2 whole entry, looked up): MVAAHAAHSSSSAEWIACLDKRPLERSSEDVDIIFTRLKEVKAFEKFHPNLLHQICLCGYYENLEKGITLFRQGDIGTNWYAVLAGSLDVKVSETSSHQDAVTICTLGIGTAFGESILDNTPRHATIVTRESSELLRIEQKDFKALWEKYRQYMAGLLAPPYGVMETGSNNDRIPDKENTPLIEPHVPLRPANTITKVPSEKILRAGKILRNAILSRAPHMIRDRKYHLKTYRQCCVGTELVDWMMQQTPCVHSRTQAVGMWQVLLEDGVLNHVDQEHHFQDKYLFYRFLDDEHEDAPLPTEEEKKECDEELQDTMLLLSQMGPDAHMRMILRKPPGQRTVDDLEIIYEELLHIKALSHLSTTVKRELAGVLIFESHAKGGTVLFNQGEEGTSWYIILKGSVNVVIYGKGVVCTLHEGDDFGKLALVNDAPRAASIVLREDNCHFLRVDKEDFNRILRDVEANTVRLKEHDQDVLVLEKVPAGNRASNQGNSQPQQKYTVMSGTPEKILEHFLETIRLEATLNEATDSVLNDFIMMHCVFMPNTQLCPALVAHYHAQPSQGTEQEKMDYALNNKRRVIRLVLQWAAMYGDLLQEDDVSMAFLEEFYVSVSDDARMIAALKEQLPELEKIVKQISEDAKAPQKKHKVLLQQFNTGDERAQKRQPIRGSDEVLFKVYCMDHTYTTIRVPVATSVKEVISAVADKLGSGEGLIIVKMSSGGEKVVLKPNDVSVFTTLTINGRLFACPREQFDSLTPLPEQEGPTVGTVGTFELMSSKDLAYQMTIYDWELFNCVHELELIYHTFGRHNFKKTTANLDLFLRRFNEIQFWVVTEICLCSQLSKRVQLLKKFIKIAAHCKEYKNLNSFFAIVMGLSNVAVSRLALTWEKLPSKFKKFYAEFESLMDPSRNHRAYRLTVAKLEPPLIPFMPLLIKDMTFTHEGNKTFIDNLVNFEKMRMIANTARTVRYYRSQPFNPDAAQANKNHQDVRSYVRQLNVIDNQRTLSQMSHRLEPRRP
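qHTS, titration series. 100 nM EPAC2 / 250 nM Rap1B-BODIPY-GDP / 50 uM GDP; RT; ex 480/em 540 nm, 5-min reads to 30 min. Norm. to 6.5 mM cAMP = activation.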
FUS yeast rescue: suppressors of FUS proteinopathy in yeast. S. cerevisiae FUS-expressing, growth rescue, OD600, 24 h. actives 0.24% (n = 390,000). Potency, µM (top dose mostly 76.6 µM), for the others: at the top dose growth rescue (activation), hits mostly activators;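 note: potency is the fitted concentration of half-maximal effect; plate controls were DMSO vehicle for no effect and reference control for full effect; nearly all actives have a fitted effect of over 55% in size; some results filed as inactive show a strong effect at the top dose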
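FUS-expressing yeast, raffinose-pregrown, induced in 2% galactose minimal medium at OD 0.005; compounds in a dilution series, 24hr at 30C. Growth restoration read as absorbance at 600 nm. CP55940 positive control, DMSO negative.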
EPAC2 antagonist: EPAC2 (human) antagonism; actives 0.18% (n = 360,000); EPAC2 GEF exchange of Rap1B-BODIPY-GDP, fluorescence; Potency, µM (series often up to 114 µM), inactives show top-dose activity, negative = inhibition, most hits filed as inhibitors; Q8WZA2; note: potency is the fitted concentration of half-maximal effect; % is set by controls: 0 for no effect and ±100 for the full control effect; nearly all actives have a fitted effect of over 45% in size; many of its hits are not listed in these tables
aSyn yeast inh: alpha-synuclein toxicity inhibition in yeast; Yeast expressing alpha-synuclein, growth rescue, BacTiter-Glo, 24 h; Potency, µM (titrated, usually from 46.1 µM), inactives show at the highest dose growth rescue (activation), usual class: activators; actives 0.14% (n = 370,000); note: potency is the fitted concentration of half-maximal effect; % of control where 0% means no effect; nearly all actives have a fitted effect of over 65% in size
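Readout is rescue of growth in alpha-synuclein-expressing yeast, so inhibitors of toxicity appear as activators. Growth after 24 hr at 30 deg C in galactose medium is quantified by luminescence.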
D3 ag: agonists of human D3 dopamine receptor | D3R DiscoveRx beta-arrestin cells, luminescence, 90 min | P35462 | max activation, % | actives 0.58% (n = 410,000) | AID 652048; in the data active = max activation above about 30%; note: 0% is about no effect; mostly tested at two doses, the higher about 12 µM
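Cells at 1500/well, incubated overnight, then treated with pinned compounds (dopamine as control) for 90 min at 37 degrees C. DiscoveRx reagent added for 30 - 60 minutes at room temperature; luminescence read.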
Numbers without * were called inactive; ? = inconclusive; / = not tested or not shown; & = joins results of further samples; [ ] = dose if it differs, or a comment. Unless noted, calls come from the whole dose curve; as a rule, active = well fitted curve in the direction sought with a large enough effect; inconclusive = small, poorly fitted or top-dose-only effect, or another doubt; inactive = no such curve, though single readings can be large; an effect the other way counts as inactive or inconclusive.

molecule	Abeta rescue	DRD3 antagonist	TDP43 rescue	EPAC2 ag	FUS yeast rescue	EPAC2 antagonist	aSyn yeast inh	D3 ag
O=C(CSc1nnc(SCc2ccccc2)s1)N/N=C/C=C/c1ccco1	12%	4	7%	6%	24%	1%	1%	2
Cc1cccc(C(=O)OCC(=O)NC(=O)NC2CCCCC2)c1	23%	-117*	17%	14%	-4%	-11%	14%	3
CCc1ccccc1NC(=O)NCc1ccccn1	0%	-8	5%	1%	-1%	-1%	4%	-3
COC(=O)c1ccccc1NC(=O)CCCn1nc([N+](=O)[O-])cc1C	-9%	0	9%	6%	-4%	-24%	0%	6
CCC1CCCCN1CC(=O)N1CCCc2c1c(=O)oc1ccc(OCc3ccccc3)cc21 (stereo unspecified)	-17%	/	-31%[inhibitor]	/	22%	/	/	-15
CC(=O)Nc1ccc(NC(=O)CSc2nnnn2-c2ccccc2F)cc1	8%	11	0%	-4%	2%	7%	1%	-2
COC(=O)c1cc(NCc2c(F)cccc2Cl)ccc1N1CCOCC1	-1%	-11	-15%	7%	23%	5%	0%	-9
CN(/N=C\c1ccc(O)c(O)c1)c1nc(-c2ccccc2)cc(-c2ccccc2)n1	-2%	27	?	-3%	?	-5%	0%	2
O=C(CCCCCN1C(=O)c2ccccc2C1=O)Nc1ccc(S(=O)(=O)N2CCCCC2)cc1	15%	14	10%	14%	26%	-1%	3%	0
Cc1ncoc1C(=O)Nc1ccc2c(c1)OCCO2	9%	17	-11%	-1%	20%	0%	-1%	-1
CC(CNC(=O)c1csc2c1CCCCC2)c1ccccc1 (stereo unspecified)	0%	/	2%	/	-9%	/	/	-17
CSc1ccccc1C(=O)N1CCc2ccc(NC(=O)c3ccccn3)cc2C1	-25%	15	-26%	4%	27%	-13%	-5%	6
O=C(Nc1cccc(C(F)(F)F)c1)Oc1ccc(Cl)c2cccnc12	-35%[inhibitor]	-62*	?	6%	-2%	-11%	-18%	-30
OCc1nc2ccccc2n1CC(O)COc1ccccc1 (stereo unspecified)	25%	6	12%	1%	7%	1%	0%	-2
O=C(c1cccc(C(F)(F)F)c1)C1CCCN(Cc2cccn2-c2ccccn2)C1 (stereo unspecified)	-17%	-20	6%	10%	16%	-4%	-7%	-14
O=C1CCc2cc(S(=O)(=O)NCc3ccc(F)cc3)cc3c2N1CCC3	0%	10	-16%	5%	-4%	-6%	2%	-3
Cc1nc(N2CCOCC2)nc(N2CCN(c3ccccc3)CC2)c1[N+](=O)[O-]	-2%	28	7%	14%	-14%	-10%	4%	2
CC1CCCN(C(=O)COc2ccc(Nc3ccccc3)cc2)C1 (stereo unspecified)	-3%	1	?	0%	20%	4%	3%	6
CCCn1c2c(c(O)c(C(=O)Nc3ccc(OCC)cc3)c1=O)CCCC2	5%	-1	3%	4%	/	-1%	1%	8
O=C(CCN1C(=O)/C(=C\c2cccs2)SC1=S)NC1=NCCS1	16%	12	14%	4%	-3%	-3%	0%	6
COC(=O)/C(C#N)=C/c1c(N2CCN(c3cccc(Cl)c3)CC2)nc2c(C)cccn2c1=O	-6%	1	11%	2%	9%	3%	1%	-8
Cc1cc(NC(=O)Cn2cc([N+](=O)[O-])cn2)no1	3%	9	-7%	-2%	-13%	-10%	5%	-2
O=C(NCCCN1CCOCC1)c1ccc(Cl)cc1Cl	-3%	16	9%	0%	-18%	4%	4%	0
COc1cccc(-c2oc3ccc(C)cc3c(=O)c2O)c1	-36%[inhibitor]	/	2%	/	-10%	/	/	24
CCCCCCN1C[C@H](n2cc(-c3ccc(F)cc3)nn2)[C@@H](O)C[C@@H]1c1ccc(Cl)cc1	?	35	19%	-1%	?	-26%	?	6
CCc1nc(SC)[nH]c(=O)c1C	2%	25	2%	-1%	7%	12%	1%	4
COc1ccc(C2=NOC(C(=O)O)C2)cc1 (stereo unspecified)	2%	14	-5%	4%	-5%	8%	-4%	6
Cc1ccccc1-c1cc(C(=O)NCc2ccc(OC(F)(F)F)cc2)nn1CC1CC(c2cccc([N+](=O)[O-])c2)=NO1 (stereo unspecified)	-2%	0	4%	-14%	6%	0%	1%	-26
COc1ccc(N(C(=O)c2ccco2)C(C(=O)NC2CCCC2)c2ccc(C)cc2)c(OC)c1 (stereo unspecified)	1%	-21	-12%	-1%	29%	-18%	-2%	-23
CC(=O)c1cccc(NC(=O)/C(=C/c2ccco2)NC(=O)c2ccco2)c1	15%	-4	-6%	-5%	43%	2%	1%	7
CCOCCCNc1ncnc2c1cnn2-c1ccc(C)c(C)c1	9%	/	11µM*	/	40%	/	/	0
CCCCCCSc1ccc(-c2nc3ccc(C)cn3c2NCc2ccccc2)cc1OC	-51%&-37%[inhibitor]	94&32	14%&-36%	6%&11%	?	-15%&5%	?	19&3
O=C(O)c1ccccc1C(=O)c1ccc2c(c1)CCC2	-12%	-2	-12%	1%	-7%	2%	2%	-4
CC(=O)N1c2ccc(S(=O)(=O)NCCC(=O)NCc3ccc(N(C)C)cc3)cc2CC1C (stereo unspecified)	13%	-8	19%	1%	18%	6%	7%	3
O=C(CSc1nccn1-c1ccc(Cl)cc1)Nc1cccc2ccccc12	19%	/	11µM*	/	29%	/	/	1
Cc1cc(C)n(C(C)CC(=O)N2CCc3ccccc32)n1 (stereo unspecified)	7%	8	18%	8%	-4%	16%	7%	4
Cc1ccccc1Nc1c(-c2c[nH]c3ccccc23)nc2cccc(C)n12	-32%[inhibitor]	/	4%	/	?	/	/	-17
CCOC(=O)C1C(=O)Nc2nc(C)nn2C1c1ccccc1 (stereo unspecified)	6%	22	-13%	3%	9%	14%	-7%	16
COc1ccc(OC)c(C(=O)c2ccc(C(=O)Nc3ccc4ccccc4c3)cc2)c1	7%	0	23%	4%	/	4%	-1%	-1
COc1ccc(CCNC(=O)c2cccc(-n3cnc4cccnc43)c2C)cc1OC	1%	/	4%	/	15%	/	/	0
Cc1ccc(CN2CCN(Cc3cn(C)nc3-c3ccccc3)CC2CCO)o1 (stereo unspecified)	5%	3	-16%	12%	9%	2%	?	3
C=C(C)Cn1c2ccc(NC(=O)CCc3cccc(Cl)c3)cc2c(=O)n1C	3%	7	15%	0%	-21%	6%	6%	45*
CCN(C(=O)c1cc2c(=O)n3cccc(C)c3nc2n1CCCOC)C1CCCCC1	-21%	2	?	9%	36%	-25%	17%	1
CCC(C)OC(=O)C1=C(C)NC2=C(C(=O)C(C(=O)OC)C(C)C2)C1c1ccc(N(C)C)cc1 (stereo unspecified)	3%	-23	8%	14%	43%	-9%	0%	-7
CCOc1ccc(NC(=O)CN2CCN(C(=O)c3ccco3)CC2)cc1S(=O)(=O)N1CCCC1	-5%	-9	13%	11%	/	2%	-5%	40*
CC(=O)N1CCOc2ccc(S(=O)(=O)Nc3ccc(C)cn3)cc21	8%	-9	-13%	2%	12%	6%	-8%	-2
CC(C)Oc1ccc(C(=O)N2CCC(CCC(=O)NC3CC3)CC2)cc1	2%	2	16%	12%	-14%	3%	10%	1
CC1(C)OC(=O)C(=CNC(=O)c2c(F)cccc2F)C(=O)O1	-3%	-18	27%	7%	-6%	6%	-1%	-2
O=[n+]1c2c(n([O-])c3ccccc31)CCCC2	-6%	-3	-14%	0%	-1%	6%	4%	27
NC(=O)NC(=O)COC(=O)CCCCCNS(=O)(=O)c1ccc2c(c1)OCCO2	-3%	2	8%	9%	-21%	5%	-6%	0
O=C(NCCCN1CCOCC1)C(=O)NCc1ccco1	4%	1	6%	3%	-39%	-7%	-4%	1
O=C1CCCN1Cc1ccccc1	-13%	0	13%	-4%	-41%	11%	-2%	-18
O=C(COc1ccc(Cl)cc1)NCCSCc1ccccc1Cl	-9%	1	25µM*	18%	24%	-2%	2%	1
Cc1cccc2cc(CN(CCCO)C(=O)Nc3ccc(Cl)cc3)c(=O)[nH]c12	11%	46	-1%	8%	30%	-4%	19%	-4
COC(C(=O)NNS(=O)(=O)c1ccc([N+](=O)[O-])cc1)c1ccccc1 (stereo unspecified)	0%	-5	-37%[inhibitor]	10%	13%	8%	-6%	-7
Cc1sc(NC(=O)c2ccco2)c(CN2CCN(c3ccccn3)CC2)c1C	21%	19	8%	4%	9%	-1%[57.1 µM]	6%	17
COc1ccc(C(C(=O)NC2CCCC2)n2c(CSCCOc3ccccc3)nc3ccccc32)cc1 (stereo unspecified)	2%	-20	5%	-7%	18µM*	13%	-3%	-21
CN(CC(=O)NCCc1ccccc1)S(=O)(=O)c1ccccc1	-7%	-4	-8%	1%	-5%	-3%	11%	9
COC(=O)c1ccc(C(=O)OC)c(NC(=O)CSc2nc(-c3ccco3)cc(C(F)(F)F)n2)c1	9%	0	-4%	-17%	-9%	1%[57.1 µM]	-2%	2
Cc1c(NC(=O)CSc2ncn[nH]2)c(=O)n(-c2ccccc2)n1C	-6%	26	-7%	-7%	-11%	-1%	-3%	-3

The results go on:
molecule	Abeta rescue	DRD3 antagonist	TDP43 rescue	EPAC2 ag	FUS yeast rescue	EPAC2 antagonist	aSyn yeast inh	D3 ag
CC(NC(=O)C1CCCCC1)c1ccc2c(c1)OCCO2 (stereo unspecified)	-3%	2	18%	4%	-6%	-3%	-5%	-1
O=C1CC(c2ccc(Cl)cc2)CC(=O)C1CS(=O)(=O)c1ccccc1 (stereo unspecified)	-6%	?	19%	9%	?	-1%	13%	-13
O=C(COC(=O)c1cccc(OC(F)F)c1)Nc1cc(S(=O)(=O)N2CCCC2)ccc1Cl	?	-6	-7%	10%	1%	3%	-3%	-2
CNS(=O)(=O)c1ccc(NC(=O)c2ccc(Cl)cc2Cl)cc1	3%	6	21%	0%	/	15%	0%	1

Reformatted: results already given
Value order: Abeta rescue | DRD3 antagonist | TDP43 rescue | EPAC2 ag | FUS yeast rescue | EPAC2 antagonist | aSyn yeast inh | D3 ag
- O=C(COC(=O)c1cccc(OC(F)F)c1)Nc1cc(S(=O)(=O)N2CCCC2)ccc1Cl
  ? | -6 | -7% | 10% | 1% | 3% | -3% | -2
- O=C1CC(c2ccc(Cl)cc2)CC(=O)C1CS(=O)(=O)c1ccccc1 (stereo unspecified)
  -6% | ? | 19% | 9% | ? | -1% | 13% | -13

Not all compounds are listed. The share of hits here may be higher or lower than overall.
